FBPA coupling cs: inhibits coupling enzyme system, counter-screen for aldolase hits; coupling enzyme system counterscreen, AmpLite Red fluorescence; activity change, negative = inhibition, % at 58.2 µM, hits read low; hit rate 0.67% among 290,000; AID 2472; in the data active = activity change below about -30%; note: % is set by controls: 0 for no effect and ±100 for the full control effect
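Activity here indicates interference with the coupling reaction, not aldolase inhibition. Compounds at 57.5 uM final met coupling enzymes for 10 min at RT; substrate and AmpLite Red detection followed, with a 525/598 nm fluorescence read after 20 min.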
MLL CXXC-DNA inh: blocks binding of human MLL CXXC domain to DNA; MLL-CXXC / FITC-HOXA9 DNA fluorescence polarization; hit rate 0.037% among 290,000; Potency, µM (top dose mostly 115 µM), for inactives: top-dose activity change, negative = inhibition, hits mostly inhibitors; AID 2662; active = well fitted inhibition curve with a large enough effect in the polarisation, with a control signal flat, not every such curve was filed as active; inconclusive = small, poorly fitted or top-dose-only effect, or effect the other way, or a change in a side signal; inactive = no such curve, though single readings can be large or run the other way; the % refers to the polarisation; note: potency is the fitted concentration of half-maximal effect
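Fluorescence polarization: 7 uM MLL-CXXC (stock) preincubated 5 min with compounds, then 50 nM fluorescein-HOX-A9 DNA (stock) added; 30 min ambient. Buffer 50 mM Tris-HCl pH 7.5, 50 mM NaCl, 1 mM DTT, 0.05% BSA.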
Menin MLL FP TR: inhibitors of human menin-MLL interaction, mutant MLL peptide; Potency, µM (doses to about 61.6 µM), without a hit: at the top dose FP activity change, negative = inhibition, hits mostly inhibitors; Menin + Texas Red MLL mutant peptide, fluorescence polarization; hit rate 0.23% among 270,000; active = well fitted inhibition curve with a large enough effect in the polarisation, with a control signal flat, not every such curve was filed as active; inconclusive = small, poorly fitted or top-dose-only effect, or effect the other way, or a change in a side signal; inactive = no such curve, though single readings can be large or run the other way; the % refers to the polarisation; note: potency is the fitted concentration of half-maximal effect; % of control where 0% means no effect; many of its hits are not listed in these tables
PKM2 act: activators of human pyruvate kinase M2; hit rate 0.34% among 260,000; purified PKM2, Kinase-Glo ATP luminescence, activation; response scale: 0% is enzyme alone, no compound; Potency, µM (series often up to 57.5 µM), inactives show at the highest dose activation, actives largely listed as activators; P14618; active = well fitted activation curve with a large enough effect; inconclusive = small, poorly fitted or top-dose-only effect; inactive = no such curve, though single readings can be large or run the other way; note: potency is the fitted concentration of half-maximal effect; % is set by controls: 0 for no effect and ±100 for the full control effect; nearly all actives have a fitted effect of over 55% in size
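Purified hPK-M2 (>95%) run at intermediate activity with 0.1 mM ADP and 0.5 mM PEP in 50 mM imidazole pH 7.2, KCl, MgCl2; 1 h room temperature. ATP formed read by Kinase-Glo luminescence; normalized to uninhibited and no-enzyme controls.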
Giardia killer: Giardia lamblia killing; hit rate 0.15% among 340,000; Giardia lamblia trophozoite viability; activity change, % at 7.66 µM, hits read low; in the data active = activity change below about -80%; inconclusive = between about -30% and that limit;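 note: parasites exposed to compound for two days anaerobically before the ATP read; % is set by controls: 0 for no effect and ±100 for the full control effect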
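Media and compound were dispensed first, then trophozoites at 100 cells/well; plates sat 48 hrs at 37 deg C without oxygen before ATP luminescence reagent was added and read after 15-30 min at room temperature.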
Numbers without * were called inactive; ? = inconclusive; nt = no result given; & = joins results of further samples; [ ] = dose if it differs, or a comment. A portion of the library; the hit share may differ from the screen's.

SMILES | FBPA coupling cs | MLL CXXC-DNA inh | Menin MLL FP TR | PKM2 act | Giardia killer
O=C(O)CCC(CP(=O)(O)O)C(=O)O (centres undefined) | 1 | nt | -2% | nt | nt
COC1(CS(=O)c2ccccc2)CCN(CCc2c[nH]c3ccc(F)cc23)CC1 (centres undefined) | 2 | nt | -13%[24.8 µM] | nt | nt
O=C(c1csnn1)N1CCC2(CC1)CN(Cc1ccncc1)C2 | 1 | nt | 23% | nt | nt
CCOP(=O)(OCC)Oc1ccc2ccc(=O)oc2c1 | 0 | nt | -8% | nt | nt
CCCCCCCCCCCCC/C=C/[C@@H](O)[C@@H](N)COP(=O)([O-])OCC[N+](C)(C)C | 8 | nt | ? | nt | nt
CC1=C(O)C(=O)[C@H]2O[C@@H]2C1=O | -10 | nt | 1%[24.8 µM] | nt | nt
OC(c1ccc(Cl)cc1)(c1cncnc1)c1ccccc1Cl (centres undefined) | -2 | nt | -4% | nt | nt
Clc1ccc2c(c1)C(c1ccccc1)=NCc1nncn1-2 | nt | -1% | 7% | nt | nt
C/C=C(/C)C(=O)O[C@H]1C(C)=C2C([C@@H]1OC(=O)CCCCCCC)[C@@](C)(OC(C)=O)C[C@@H](OC(=O)CCC)[C@@]1(O)[C@H]2OC(=O)[C@@]1(C)O (some centres undefined) | nt | -18% | ? | nt | nt
CC1(C)[C@@H](C=C(Cl)Cl)[C@@H]1C(=O)OCc1c(F)c(F)cc(F)c1F | nt | -3% | -2% | nt | nt
Cc1ccc2c(c1)[C@@H]1CN(C)CC[C@H]1N2 | nt | 2% | 6% | nt | nt
C[C@]12C=CC(=O)C=C1CCC1C2=CC[C@]2(C)[C@@H](C(=O)CN3CCN(c4cc(N5CCCC5)nc(N5CCCC5)n4)CC3)CC[C@@H]12 (some centres undefined) | nt | 40%[activator] | ? | nt | nt
Nc1nc(N)nc(NC2CC2)n1 | nt | -1% | 8% | nt | nt
O=[As]O[As]=O (centres undefined) | nt | 3% | 0% | nt | nt
C[C@]12C/C(=C/O)C(=O)C[C@@H]1CC[C@@H]1[C@@H]2CC[C@@]2(C)[C@H]1CC[C@]2(C)O | nt | 0% | 11% | nt | nt
C#CCOC(C(=O)OCCN(C)C)(c1ccccc1)c1ccccc1 | nt | 0% | 13% | nt | nt
O[C@H]1[C@H]2[C@H](O)CCCN2C[C@H]1O | nt | -5% | 4% | nt | nt
CNC(C)C(O)c1ccc(O)cc1 (centres undefined) | nt | 4% | 1% | nt | nt
Clc1ccccc1Cl | nt | -3% | 0% | nt | nt
CC(=O)OCC1=C(C(=O)[O-])N2C(=O)[C@@H](NC(=O)CCC[C@@H](N)C(=O)[O-])[C@H]2SC1.[Zn+2] | nt | 5% | 30%[activator] | nt | nt
c1cc2c(c(NC3=NCCN3)c1)CCCC2 | nt | 2% | -4% | nt | nt
CCCCCl | nt | -4% | 5% | nt | nt
CC(C)(C)c1cc(O)ccc1O | nt | 3% | -11%&7% | nt | nt
CCn1cnc2c(Nc3cccc(Cl)c3)nc(N[C@@H]3CCCC[C@@H]3N)nc21 | nt | 15% | ? | nt | nt
CN1C[C@H](C(=O)N[C@]2(C)O[C@@]3(O)[C@@H]4CCCN4C(=O)[C@H](Cc4ccccc4)N3C2=O)C=C2c3cccc4[nH]cc(c34)C[C@H]21 | nt | ? | -30% | nt | nt
CCCN(CCC)[C@H]1CCc2c(F)ccc(O)c2C1 | nt | -18% | -5% | nt | nt
Cc1c(Cl)c(=O)oc2cc(OP(=O)(OCCCl)OCCCl)ccc12 | nt | -2% | 5% | nt | nt
O=C(NC(O)C(Cl)(Cl)Cl)NC(O)C(Cl)(Cl)Cl (centres undefined) | nt | 2% | -16% | nt | nt
C[C@]12O[C@H](C[C@]1(O)CO)n1c3ccccc3c3c4c(c5c6ccccc6n2c5c31)CNC4=O | nt | -4% | ? | nt | nt
CC1(C(=O)O)C2CCC(O2)C1(C)C(=O)O (centres undefined) | nt | 5% | -5% | nt | nt
NCCCP(=O)(O)O | nt | 3% | 10% | nt | nt
COC(=O)C(c1ccccc1)C1CCCCN1 (centres undefined) | nt | -1% | 8% | nt | nt
O=C(Cc1ccc(Cl)c(Cl)c1)N1CCCCC1CN1CCCC1 (centres undefined) | nt | -16% | -12% | nt | nt
O=C(NC(=O)c1c(F)cccc1F)Nc1ccc(Cl)c(Oc2ncc(C(F)(F)F)cc2Cl)c1 | nt | 3% | 4% | nt | nt
N#CN | nt | -4% | 2% | nt | nt
Cc1ccc(Cl)c(O)c1 | nt | 0% | 2% | nt | nt
CCCN(CCC)[C@@H]1CCc2c(F)ccc(O)c2C1 | nt | ? | 13% | nt | nt
O=C1NCN(c2ccccc2)C12CCN(CC1COc3ccccc3O1)CC2 (centres undefined) | nt | -14% | 1%&-8% | nt | nt
C[N+]1(C)[C@@H]2CC(OC(=O)[C@@H](CO)c3ccccc3)C[C@@H]1[C@H]1O[C@H]12 (some centres undefined) | nt | 0% | 11% | nt | nt
CC(C)C[C@H]1C(=O)N2CCCC2[C@]2(O)O[C@](NC(=O)[C@@H]3C=C4c5cccc6[nH]c(Br)c(c56)C[C@H]4N(C)C3)(C(C)C)C(=O)N12 (some centres undefined) | nt | 1%&-2% | -9%&7% | nt | nt
N#CC(C#N)=Cc1cc(O)c(O)c(O)c1 | nt | 1% | 7% | nt | nt
CN1C2CCC1CC(OC(c1ccccc1)c1ccc(Cl)cc1)C2 (centres undefined) | nt | 16% | ? | nt | nt
C[C@H](N)Cc1ccccc1 | nt | 0% | -4% | nt | nt
CCN(CC)C(=O)N[C@@H]1C[C@@H]2c3cccc4[nH]cc(c34)C[C@H]2N(C)C1 | nt | -4%&-16% | -2%&-6% | nt | nt
Oc1cccc[c]1[Hg][Cl] | nt | -29% | -3% | nt | nt
CCCCCCCCCC[N+](C)(C)CCCCCCCCCC | nt | 24% | -24% | nt | nt
COC(=O)[C@@]1(Cc2ccccc2)[C@H]2c3cc(C(=O)N(C)C)n(C)c3C[C@H]2CN1C(=O)c1ccccc1 | 2 | nt | -11% | 4% | nt
CC1=CC[C@@H]2[C@@H](C1)c1c(O)cc(CC#CCCCNS(C)(=O)=O)cc1OC2(C)C | -25 | nt | ? | 8% | nt
N#CC(C#N)=NNc1ccc(OC(F)(F)F)cc1 | 12&19 | nt | 55%[activator] | 12% | nt
CCCN1[C@@H]2C[C@@H](O)CC[C@@H]2C[C@H]1C(=O)OC | -4 | nt | -2% | 1% | nt
COC(=O)C1(C)C=C2C(=C(C)C(=O)C2C)CN1 (centres undefined) | -6 | nt | -8% | 2% | nt
CCCc1cc2c(n1Cc1cccc(Cl)c1)C(C)C1CN(C(=O)c3ccccc3)C(C)(C(=O)OC)C21 (centres undefined) | -10 | nt | -14% | 8% | nt
Cn1c2c(c3ccccc31)CCNCC2 | 2 | nt | -15% | -6% | nt
Cc1cc(SCc2sc(-c3ccc(C(F)(F)F)c(F)c3)nc2C)ccc1OCC(=O)O | 2&5 | nt | ? | 0% | nt
CCCCC/C=C\C/C=C\C/C=C\C/C=C\CCCC(=O)NCC(=O)O | 10&6 | -18% | ? | nt | nt
CCOC(=O)C1=CC(OC(CC)CC)C(NC(C)=O)C(N)C1 (centres undefined) | 6 | 3% | ? | nt | nt
FC(F)(F)c1cccc(C2=CCN(CCc3ccc4ccccc4c3)CC2)c1 | 6 | 4% | -19%&-3% | nt | nt
O=C(CS(=O)C(c1ccccc1)c1ccccc1)NO (centres undefined) | 0 | -7% | -2%&8% | nt | nt
O=c1ccc2cc(O[C@H]3O[C@@H](CO)[C@@H](O)[C@@H](O)[C@@H]3O)c(O)cc2o1 | 0 | -5%[51.4 µM] | 4%[24.8 µM] | nt | nt
CNC(C)[C@@H](O)c1ccccc1 (some centres undefined) | 0 | 7% | 0% | nt | nt

One compound at a time, from the list above:
Profile of CCCN(CCC)[C@@H]1CCc2c(F)ccc(O)c2C1 = FBPA coupling cs = nt; MLL CXXC-DNA inh = ?; Menin MLL FP TR = 13%; PKM2 act = nt; Giardia killer = nt
Profile of FC(F)(F)c1cccc(C2=CCN(CCc3ccc4ccccc4c3)CC2)c1 = FBPA coupling cs = 6; MLL CXXC-DNA inh = 4%; Menin MLL FP TR = -19%&-3%; PKM2 act = nt; Giardia killer = nt

Carrying on:
SMILES | FBPA coupling cs | MLL CXXC-DNA inh | Menin MLL FP TR | PKM2 act | Giardia killer
CCC1C(C)=NN=C(c2ccc(OC)c(OC)c2)c2cc(OC)c(OC)cc21 (centres undefined) | -2 | -5% | -3%&0% | nt | nt
CNC1=CN(O)C(c2ccccc2)=c2cc(Cl)ccc2=N1 | 2 | ? | 8%&17% | nt | nt
N#Cc1nn(-c2c(Cl)cc(C(F)(F)F)cc2Cl)c(N)c1S(=O)C(F)(F)F (centres undefined) | -1&2 | 2% | 22%&25%&12% | nt | nt
CCCCCCCCCC(=O)O[C@H]1CC[C@H]2[C@@H]3CCC4=CC(=O)CC[C@@H]4[C@H]3CC[C@]12C | 0 | -6% | -13% | nt | nt
CN1c2ccccc2C(NCCCCCCC(=O)O)c2ccc(Cl)cc2S1(=O)=O (centres undefined) | 19 | 1% | -11% | nt | nt
Clc1ccc(Cl)cc1 | 1 | 1% | -8% | nt | nt
c1ccc2c(c1)[I+]c1ccccc1-2 | 5 | -8% | ? | nt | nt
CC(=O)OCC1=C(C(=O)O)N2C(=O)[C@@H](N)[C@@H]2SC1 | 0 | 14%[51.4 µM] | 3%[24.8 µM] | nt | nt
Nc1ccc(N)cc1 | -26&-20 | 4% | ? | nt | nt
Clc1cccc(SC2CCNCC2)n1 | 2 | -2% | 5% | nt | nt
CC[C@]1(c2cccc(O)c2)CCCCN(C)C1 | 1 | 7%[51.4 µM] | -1%[24.8 µM] | nt | nt
C[N+](C)(C)CC(=O)[O-] | 0 | 17% | 4% | nt | nt
F/C(COc1ccc2c(c1)[nH]c1ccccc12)=C1/CN2CCC1CC2 | 2 | -8% | 18%&3% | nt | nt
C[C@H](N)[C@@H](O)c1ccccc1 | -1 | -6%[51.4 µM] | -13%[24.8 µM] | nt | nt
O=C(O)c1ccc2[nH]cc(CCCCN3CC=C(c4ccccc4)CC3)c2c1 | 0 | ? | 16% | 1% | nt
CCOC(=O)c1cccc(NC(=O)c2c(O)[nH]c(=O)[nH]c2=O)c1 | nt | nt | nt | nt | 6
CCOC(=O)CCCc1cc[c]([Sb](=[O])([OH])[OH])cc1 | nt | nt | nt | nt | -11
COc1cccc2c1O[C@H]1C(=O)CC[C@H]3CN(C)CCC231 (some centres undefined) | nt | nt | nt | nt | 22
COc1cc(C2c3cc4c(c(O)c3CC3COC(=O)C32)OCO4)cc(OC)c1O (centres undefined) | nt | nt | nt | nt | ?
Cc1ccc(-c2nc3c(=O)n(C)c(=O)nc-3n(C)n2)cc1 | nt | nt | nt | nt | -95*
Cc1o[nH]c(=O)c1C[C@@H](N)C(=O)O | -2&-3 | nt | 28% | nt | -6
C[C@H]1CC[C@@H]2[C@@H](C)[C@H]3C(C[C@H]4C5CC[C@H]6C[C@@H](O)CC[C@]6(C)C5CC[C@]34C)N2C1 (some centres undefined) | -1 | nt | -7% | nt | 12

Looked up above:
Under MLL CXXC-DNA inh, N#Cc1nn(-c2c(Cl)cc(C(F)(F)F)cc2Cl)c(N)c1S(=O)C(F)(F)F (centres undefined) shows 2%
Under FBPA coupling cs, CNC1=CN(O)C(c2ccccc2)=c2cc(Cl)ccc2=N1 shows 2
Under Menin MLL FP TR, CC(=O)OCC1=C(C(=O)O)N2C(=O)[C@@H](N)[C@@H]2SC1 shows 3%[24.8 µM]
Under Menin MLL FP TR, C[C@H](N)[C@@H](O)c1ccccc1 shows -13%[24.8 µM]
Under Menin MLL FP TR, C[N+](C)(C)CC(=O)[O-] shows 4%
